# L3MBTL1 block: L3MBTL1 (human) inhibition. AlphaScreen L3MBTL1–H3K9me1 peptide binding. Potency, µM (top dose mostly 57.1 µM), inactives show top-dose activity, negative = inhibition, usual class: inhibitors. actives 0.66% (n = 230,000); active = well fitted inhibition curve with a large enough effect; inconclusive = small, poorly fitted or top-dose-only effect; inactive = no such curve, though single readings can be large or run the other way; also: nearly all actives have a fitted effect of over 60% in size
# Target sequence (Q9Y468 whole entry, looked up): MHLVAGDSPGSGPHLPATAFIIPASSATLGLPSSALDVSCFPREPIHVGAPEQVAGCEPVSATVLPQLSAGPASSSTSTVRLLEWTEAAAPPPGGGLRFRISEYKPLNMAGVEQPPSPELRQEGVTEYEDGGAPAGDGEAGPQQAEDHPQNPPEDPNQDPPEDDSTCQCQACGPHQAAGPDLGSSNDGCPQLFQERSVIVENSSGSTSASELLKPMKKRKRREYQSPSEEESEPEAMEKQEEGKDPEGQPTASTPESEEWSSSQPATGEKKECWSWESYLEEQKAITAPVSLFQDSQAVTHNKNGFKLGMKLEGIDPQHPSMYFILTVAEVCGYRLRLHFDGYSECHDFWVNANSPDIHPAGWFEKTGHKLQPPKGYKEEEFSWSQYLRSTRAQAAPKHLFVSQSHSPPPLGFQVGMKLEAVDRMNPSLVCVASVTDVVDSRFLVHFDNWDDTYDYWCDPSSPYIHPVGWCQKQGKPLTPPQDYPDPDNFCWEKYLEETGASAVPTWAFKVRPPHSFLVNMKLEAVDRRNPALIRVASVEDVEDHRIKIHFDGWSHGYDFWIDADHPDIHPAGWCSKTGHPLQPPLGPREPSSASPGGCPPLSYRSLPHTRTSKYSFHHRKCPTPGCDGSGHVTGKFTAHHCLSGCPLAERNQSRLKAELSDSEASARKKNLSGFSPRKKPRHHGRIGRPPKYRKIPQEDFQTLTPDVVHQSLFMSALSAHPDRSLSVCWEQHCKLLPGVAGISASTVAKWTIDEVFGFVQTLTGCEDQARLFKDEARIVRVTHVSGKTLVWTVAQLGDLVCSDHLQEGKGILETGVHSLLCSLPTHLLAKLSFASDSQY
#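 L3MBTL1 50 nM + b-AHA-H3(1-15)K9me1 75 nM, 30 min RT; compound added, 30 min RT; streptavidin donor/Ni-chelate acceptor beads 10 ug/mL each final, 30 min RT dark; AlphaScreen read.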
# Active calls of the source: *; ? = inconclusive; [ ] = dose if it differs, or a comment. % is scaled to controls: 0 for no effect and ±100 for the full control effect; potency is read from the fitted curve at half-maximal effect. A portion of the library; rates above refer to the full screens.
SMILES,L3MBTL1 block
Cc1nc(C)n(C(C)CNC(=O)c2ccco2)n1 (stereo not drawn),43%[activator]
O=C(c1ccc(F)cc1)N1CCC(C(=O)N2CCN(S(=O)(=O)c3ccccc3Br)CC2)CC1,10%
COc1cc(C(=O)NCC(=O)OCc2ccc(F)cc2)cc(OC)c1OC,6%
O=C(NCCC1CCCCN1S(=O)(=O)c1ccccc1)C(=O)NCc1ccco1 (stereo not drawn),-8%
CN(CC(=O)Nc1cccc(F)c1)C(=O)c1cccc(S(=O)(=O)N2CC3(C)CC2CC(C)(C)C3)c1 (stereo not drawn),-7%
C[C@]12c3[nH]c4ccccc4c3CCN1C(=O)C(CC(=O)NCCc1ccccn1)C[C@@H]2C(=O)N1CCOCC1 (stereo partly drawn),3%
COC(=O)[C@]1(Cc2ccccc2)N[C@H](CN(C)C(=O)c2ccccc2)[C@@H]2C(=O)N(Cc3ccccc3)C(=O)[C@@H]21,3%
CC(C)CN(C(=O)C1CCC1)c1c(N)n(Cc2ccccc2)c(=O)[nH]c1=O,1%
CC(OC(=O)C1=NN(c2ccccc2)C(=O)CC1)C(=O)NC1CCCCC1C (stereo not drawn),5%
CCCCNc1c(-c2ccc(-c3ccc(C(C)=O)cc3)c(OC)c2)nc2cnccn12,-15%
CC(=O)Nc1ccc(NC(=O)C(C)OC(=O)[C@@H]2CCCN2C(=O)c2cccs2)cc1 (stereo partly drawn),1%
O=C(CN1CCc2ccccc21)Nc1ccc2c(c1)OCCCO2,-12%
CC(C)(C)N=C1NN=C(c2ccc(S(=O)(=O)N3CCCCC3)cc2)CS1,-4%
COc1ccc(S(=O)(=O)N2CCN(C(=O)c3ccc4ccccc4n3)CC2)cc1,-8%
Oc1ccc(C[C@H]2CNCCN2CCc2cccc(F)c2)cc1,24%
C/C(=N\NC(N)=S)c1cc(-c2ccccc2)c(-c2ccccc2)s1,-17%
COc1ccccc1NS(=O)(=O)c1cc(NC(=O)C2CCCO2)ccc1C (stereo not drawn),-1%
Cc1cc(C)n2nc(C(=O)OCC(=O)N3C(C)CCCC3C)nc2n1 (stereo not drawn),6%
COc1ccc(OC)c(C(=O)NC(CC(N)=O)c2ccc(N3CCCCCC3)c([N+](=O)[O-])c2)c1 (stereo not drawn),-10%
CC(=O)Nc1ccc(S(=O)(=O)N(C)CC(=O)Nc2cccc(S(=O)(=O)N3CCCC3)c2)cc1,2%

# Shown as labelled records: part of the list above
CC(=O)Nc1ccc(S(=O)(=O)N(C)CC(=O)Nc2cccc(S(=O)(=O)N3CCCC3)c2)cc1
  L3MBTL1 block = 2%

CC(C)CN(C(=O)C1CCC1)c1c(N)n(Cc2ccccc2)c(=O)[nH]c1=O
  L3MBTL1 block = 1%

CC(OC(=O)C1=NN(c2ccccc2)C(=O)CC1)C(=O)NC1CCCCC1C (stereo not drawn)
  L3MBTL1 block = 5%

# Compounds shown so far containing fluorine (4):
SMILES,L3MBTL1 block
O=C(c1ccc(F)cc1)N1CCC(C(=O)N2CCN(S(=O)(=O)c3ccccc3Br)CC2)CC1,10%
COc1cc(C(=O)NCC(=O)OCc2ccc(F)cc2)cc(OC)c1OC,6%
CN(CC(=O)Nc1cccc(F)c1)C(=O)c1cccc(S(=O)(=O)N2CC3(C)CC2CC(C)(C)C3)c1 (stereo not drawn),-7%
Oc1ccc(C[C@H]2CNCCN2CCc2cccc(F)c2)cc1,24%

# Five entries out of the list above, arranged by the value under L3MBTL1 block, lowest first:
SMILES,L3MBTL1 block
O=C(NCCC1CCCCN1S(=O)(=O)c1ccccc1)C(=O)NCc1ccco1 (stereo not drawn),-8%
CC(C)(C)N=C1NN=C(c2ccc(S(=O)(=O)N3CCCCC3)cc2)CS1,-4%
CC(C)CN(C(=O)C1CCC1)c1c(N)n(Cc2ccccc2)c(=O)[nH]c1=O,1%
COc1cc(C(=O)NCC(=O)OCc2ccc(F)cc2)cc(OC)c1OC,6%
Oc1ccc(C[C@H]2CNCCN2CCc2cccc(F)c2)cc1,24%

# Following part
SMILES,L3MBTL1 block
O=C(CCNS(=O)(=O)c1ccc(F)c(F)c1)NCCN1CCOCC1,5%
CSc1ccccc1C(=O)OCC(=O)N1CCCCCC1,8%
COc1ccc(COC(=O)CN2C(=O)NC3(CC(C)CC(C)(C)C3)C2=O)cc1F (stereo not drawn),-1%
Cc1cccc(OCCCN2CCOCC2)c1,0%
O=C(N/N=C/c1ccccc1C(=O)O)c1cccc(S(=O)(=O)N2CCCCC2)c1,-1%
Cn1c(N)c(C(=O)COC(=O)/C=C/c2ccc(Cl)cc2Cl)c(=O)n(C)c1=O,7%
CCN1CCN(CC(=O)Nc2cc(S(=O)(=O)N(CC)c3ccccc3)ccc2Cl)CC1,-1%
COc1ccc(-c2c(-c3ccccc3OC)oc3ccccc23)cc1F,33%[activator]
COc1ccccc1OCCn1c(SCC(N)=O)nc2ccccc21,-12%
CCn1c(CNC(=O)c2ccc(F)cc2)cc2ccccc21,-1%
O=C(Nc1nc2c(Cl)c(Cl)ccc2s1)C1CC1,14%
Cc1cccc(C(=O)Nc2ccc(S(=O)(=O)N3CCOCC3)cc2C)c1,-3%[2.29 µM]
O=C(Cc1ccccc1)Nc1ncnc2c1C(c1ccccc1)c1c(ccc3ccccc13)O2 (stereo not drawn),-3%
CCOC(=O)c1c(C)[nH]c(C(=O)N2CCc3cc(OC)c(OC)cc3C2)c1C,-6%
COc1ccccc1C1=CC(=O)CC(C)(C)C1=O,31%[activator]
COc1cccc(-c2sc3ccc(OC)cc3c2-c2ccc(OC)cc2F)c1,18%
O=C(COC(=O)c1cc(S(=O)(=O)N2CCCC2)ccc1O)NCc1ccccc1,-2%
CCOc1ccc(/C=N/NC(=O)c2ccccc2Cl)cc1CN1CC2CC(C1)c1cccc(=O)n1C2 (stereo not drawn),-9%
COc1ccc(CC2SC(N)=NC2=O)cc1 (stereo not drawn),4%[2.29 µM]
CC(=O)Nc1cccc(NC(=O)CSc2n[nH]c(-c3ccccc3)n2)c1,3%
COc1ccc(C(=O)COC(=O)c2ccccc2C(=O)N(C)c2ccccc2)c(OC)c1,?
CSc1ccc(CN2CCC(Cc3ccccc3)CC2)cc1,-23%
CC(=O)Nc1ccc(NC(=O)C(C)OC(=O)c2c(NC(C)=O)sc(C)c2C)cc1 (stereo not drawn),2%
COc1cccc(OC)c1C(=O)OCC(=O)N(c1ccccc1)C1CCCCC1,-7%
COc1cccc(N(CC(=O)NCCN2CCOCC2)S(=O)(=O)c2ccccc2)c1,4%
CS(=O)(=O)c1ccc2nc(NC(=O)CN3CCOCC3)sc2c1,4%
Cc1ccc(S(=O)(=O)Nc2cccc(C(=O)NCC(C)(C)N3CCOCC3)c2)cc1F,2%
CCCn1c(N)c(C(=O)CN2CCN(S(=O)(=O)c3cccc(Cl)c3)CC2)c(=O)[nH]c1=O,2%
COc1cccc(C(C)NC(=O)C2CCCO2)c1 (stereo not drawn),2%
CCCCN(C(=O)c1ccc([N+](=O)[O-])o1)c1c(N)n(CC(C)C)c(=O)[nH]c1=O,2%
O=C(COC(=O)/C=C/c1ccc(Cl)cc1)Nc1cccc(S(=O)(=O)NC2=NCCCCC2)c1,-8%
Cc1cccnc1NC(=O)COc1ccc2c(c1)CCC2,6%
COc1ccc(-c2cc(-c3ccc(Cl)cc3)c(C#N)c(SCC(=O)O)n2)cc1,?
O=C1CN(S(=O)(=O)c2cc(Br)ccc2Br)CCN1,4%
O=C(Nc1ccc(F)c(Cl)c1)C1CCCCC1,2%
CCN(CC(=O)Nc1ccc(OC)cc1)C(=O)c1ccccc1Sc1ccccc1C#N,7%
Cc1ccc(C(=O)Nc2cccc(-c3ccc(N4CCOCC4)nn3)c2)cc1,2%
CC(C)N(C(=O)[C@H]1CC(CC(=O)NCCC2=CCCCC2)C(=O)N2CCc3c([nH]c4ccccc34)[C@]12C)C(C)C (stereo partly drawn),2%
COc1cc(NC(=O)C(C)C)ccc1NC(=O)c1cc2ccccc2o1,-9%
CC(C)N1CC(C(=O)Nc2cccc([N+](=O)[O-])c2)CC1=O (stereo not drawn),3%[2.29 µM]
O=C(COC(=O)CN1C(=O)NC2(CCCCC2)C1=O)Nc1cc(F)ccc1F,-9%
CN(C(=O)COC(=O)CSc1ccc(C(N)=O)cc1[N+](=O)[O-])C1CCS(=O)(=O)C1 (stereo not drawn),4%
COc1ccc2c(-c3cnc(N4CCOCC4)nc3)c(-c3ccc(S(C)(=O)=O)cc3)sc2c1,5%
C=CCc1cc(C)ccc1OCCCn1ccnc1,-10%
CC(C)(C)OC(=O)C[C@H]1C/C=C\C[C@H](CC(=O)N[C@H](CO)Cc2ccccc2)C(=O)N[C@H](Cc2ccccc2)COC1=O,-1%
CCOc1c2ccccc2nn1CCOC,3%
CS(=O)(=O)c1ccc(NC(=O)CCN2C(=O)NC3(CCCC3)C2=O)cc1,-2%
COc1ccc(C2=NN(C(=O)CCC(=O)O)C(c3ccc([N+](=O)[O-])cc3)C2)cc1 (stereo not drawn),10%
CC(OC(=O)CN1C(=O)NC2(CCCCC2C)C1=O)c1ccccc1 (stereo not drawn),-1%
Cc1ccc(C(=O)C(C)OC(=O)Cc2c[nH]c3ccccc23)cc1 (stereo not drawn),-3%
O=C(NNc1c(F)c(F)cc(F)c1F)C1CCN(S(=O)(=O)c2ccccc2F)CC1,0%
Nc1cc(N)nc(SCCc2ccccc2)n1,0%
CNC(=O)c1[nH]cnc1C(=O)Nc1ccccc1,1%
CC1CCCC(NC(=O)COC(=O)COc2ccc(Br)cc2)C1C (stereo not drawn),-5%
O=C(Nc1ccccc1N1CCOCC1)C1=NN(c2ccccc2)C(=O)CC1,7%
CN(CC(=O)Nc1ccc(OC(F)(F)F)cc1)C(=O)Cc1ccc2c(c1)CCC2,-3%
O=[N+]([O-])c1cccc(-c2noc3c2-c2nc(Cc4cccc5ccccc45)sc2CC3)c1,0%
COc1ccc(-c2noc(C3CCCN(C(=O)c4cccc(C)c4)C3)n2)cc1 (stereo not drawn),6%[2.29 µM]
Cc1cc(C(=O)N(C)CC(=O)Nc2cccc(F)c2)no1,30%
Cn1c2ccc(F)cc2c2nnc(SCC(=O)Nc3cccc(O)c3)nc21,-1%

# (cont.)
SMILES,L3MBTL1 block
CCN(CC(=O)Nc1ccccc1C(F)(F)F)C(=O)c1oc2ccc(OC)cc2c1C,2%
O=C1C2CCCN2C(=S)N1c1cc(Cl)ccc1Cl (stereo not drawn),4%
COc1ccccc1NC(=S)NCc1ccccc1,-5%
COc1ccc(CNC(=O)C2CCN(S(=O)(=O)c3ccc4c(c3)C(C)(C)C(=O)N4C)CC2)cc1,-3%
Cc1cc(C)c2c(n1)SCC(=O)N2CC(=O)Nc1ccccc1Cl,2%
O=S(=O)(c1cc(F)ccc1F)N1CCC2(CC1)OCCN2S(=O)(=O)c1cccs1,2%
CCCCCN(C(=O)CCC(=O)OC(C)C(=O)NCc1ccccc1)c1c(N)n(CCCC)c(=O)[nH]c1=O (stereo not drawn),6%
Cc1cccc(N2CCN(CC(=O)N(C3CCCC3)C3CCS(=O)(=O)C3)CC2)c1C (stereo not drawn),3%
Brc1cccc(OCCCNC2CCCC2)c1,8%
COc1ccc(C2CC(c3ccccc3)=NN2C(=O)CCC(=O)O)cc1 (stereo not drawn),1%
CC(C)CN1C(=O)C(=O)N(CC(=O)N(C)CC(=O)Nc2ccc(F)cc2)C1=O,2%
CC1(c2ccccc2Br)NC(=O)N(CC(=O)N2CCc3ccccc3C2)C1=O (stereo not drawn),2%
Cc1cccc(Nc2nc(C)cc(C)c2C#N)c1,-2%[2.29 µM]
CSCCC(NC(=O)c1ccco1)C(=O)NC1CCC(C)CC1 (stereo not drawn),31%[activator]
Cc1ccc2cc(C#N)c(N3CCN(C(=O)c4ccccc4)CC3)nc2c1,39%[activator]
COc1ccccc1CNC(=O)c1cccc(S(=O)(=O)N2CCN(c3ccc(F)cc3)CC2)c1,-9%
CC(=O)c1ccc(Nc2nc(-c3cccnc3)cs2)cc1,1%
CC1CCCC(NC(=O)c2cccc(S(=O)(=O)NCc3ccccc3)c2)C1C (stereo not drawn),2%
O=C(COC(=O)c1nc(Cl)ccc1Cl)c1ccc[nH]1,?
O=C(Nc1nnc(S(=O)(=O)N2CCOCC2)s1)c1ccccc1Br,-1%
Cc1ccc(C)c(OCCC(=O)NNC(=O)c2ccncc2)c1,4%
CCc1ccccc1NC(=O)CNC(=O)c1cccc(S(=O)(=O)N2CCN(Cc3ccccc3)CC2)c1,-2%
O=C(NNS(=O)(=O)c1ccc(F)cc1)c1ccccc1F,0%
CC(NS(=O)(=O)c1ccc2ccccc2c1)c1ccccn1 (stereo not drawn),-7%
O=C(CSc1nc2c(oc3ccccc32)c(=O)n1CC1CCCO1)NCc1ccccc1 (stereo not drawn),1%
CCN(C[C@H]1N[C@@](CC)(C(=O)OC)[C@H]2C(=O)N(Cc3ccccc3)C(=O)[C@@H]12)C(=O)Nc1ccc(OC)cc1,10%
C=CCC[C@H](Cc1ccc(F)cc1)C(=O)OC[C@H](Cc1c[nH]c2ccccc12)NC(=O)[C@@H](CC=C)CC(=O)NCCO,-9%
O=[N+]([O-])c1ccccc1OCCNCc1ccccc1,1%
COc1ccc(NC(=O)NCCN2CCN(c3cc(OC)ccc3OC)CC2)cc1,-7%
O=C(Cn1ncc(Cl)c(Cl)c1=O)NC(=O)NC1CCCCC1,-3%
Cc1ccc(CNC(=O)c2cccc3c2C(=O)c2ccc(N4CCC(C)CC4)cc2S3(=O)=O)cc1,13%
CCOc1ccc(C(=O)N[C@H](C(=O)Nc2cccc(S(=O)(=O)N3CCOCC3)c2)C(C)C)cc1,7%

# Screens: PubChem, National Center for Advancing Translational Sciences (NCATS)
